SIRT5 block: inhibitors of human sirtuin-5 desuccinylase. Q9NXA8. Purified SirT5, succinyl-peptide AMC, trypsin-coupled fluorescence. inhibition, % at 15 µM. actives 1.1% (n = 330,000). AID 652115; in the data active = inhibition above about 15%
PGC1a acetyl inh: lowers PGC1a acetylation signal in U2OS cells | AlphaScreen anti-acetyl-lysine; with virally co-expressed GCN5 acetyltransferase | inhibition, % at 15.6 µM | actives 0.17% (n = 350,000) | AID 651687;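 active = every replicate shows inhibition of at least 40%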;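 also: 0% = neutral control wells and 100% = positive control wells; some results beyond the cut were filed as inactive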
ERAP1 HTS inh: inhibitors of human ERAP1 aminopeptidase. Q9NZ08. recombinant ERAP1, Leu-AMC fluorescence, 60 min. inhibition, % at 10.7 µM. actives 0.15% (n = 340,000);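 active = mean replicate inhibition of at least 30%, or all replicates individually reaching that 30% level; inactive = mean below 30% and not every replicate reaching it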;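 also: 0% = neutral control wells and 100% = L-leucinethiol positive control wells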
Target sequence (Q9NZ08 whole entry, looked up): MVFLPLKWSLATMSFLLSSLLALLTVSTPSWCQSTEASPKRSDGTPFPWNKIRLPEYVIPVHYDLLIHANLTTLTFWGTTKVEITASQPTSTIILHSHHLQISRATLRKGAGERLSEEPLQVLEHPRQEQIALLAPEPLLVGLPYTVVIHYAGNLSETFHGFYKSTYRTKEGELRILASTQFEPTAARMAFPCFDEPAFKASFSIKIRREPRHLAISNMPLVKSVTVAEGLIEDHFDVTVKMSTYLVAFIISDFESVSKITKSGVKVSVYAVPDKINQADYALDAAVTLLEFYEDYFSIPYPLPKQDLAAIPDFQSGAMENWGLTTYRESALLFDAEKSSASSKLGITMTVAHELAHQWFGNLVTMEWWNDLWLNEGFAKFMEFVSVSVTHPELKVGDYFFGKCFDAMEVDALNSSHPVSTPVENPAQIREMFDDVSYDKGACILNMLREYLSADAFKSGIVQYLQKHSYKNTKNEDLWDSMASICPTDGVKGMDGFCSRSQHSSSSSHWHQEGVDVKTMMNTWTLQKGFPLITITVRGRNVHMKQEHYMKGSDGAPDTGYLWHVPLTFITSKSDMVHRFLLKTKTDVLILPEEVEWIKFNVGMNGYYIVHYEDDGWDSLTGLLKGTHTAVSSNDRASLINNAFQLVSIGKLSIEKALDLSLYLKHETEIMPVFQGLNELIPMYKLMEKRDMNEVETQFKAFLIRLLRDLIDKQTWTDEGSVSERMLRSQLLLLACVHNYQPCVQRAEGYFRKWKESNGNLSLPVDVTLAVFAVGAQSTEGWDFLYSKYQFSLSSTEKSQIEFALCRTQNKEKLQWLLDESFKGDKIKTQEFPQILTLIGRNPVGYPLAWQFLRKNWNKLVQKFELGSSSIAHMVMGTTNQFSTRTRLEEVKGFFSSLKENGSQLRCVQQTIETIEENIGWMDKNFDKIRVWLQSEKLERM
Xi reactivation: X-chromosome reactivation activator. XiGFP mouse fibroblasts, % GFP-positive cells imaging, 3 d; cells co-treated with 5-aza-dC sensitizer; scaled so ellipticine positive control = 100%. activation, % at 7.58 µM. actives 0.055% (n = 360,000). AID 743238;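 active = mean normalized replicate activation at least 10% and every replicate at or above 10%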;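 also: 0% = median of on-plate neutral control wells and 100% = ellipticine 6 µM median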
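Material: SV40-immortalized XiGFP fibroblast cells, line 68-5-11 | Buffer or medium: DMEM containing 5-aza-dC | Dosing: One concentration, pinned | Times: 3 d treatment, 15 min room-temperature fixation | Controls: Ellipticine 6 µM positive control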
Cneo AK release: Cryptococcus neoformans lysis via adenylate kinase release; C. neoformans lysis, adenylate kinase release luminescence, 4 h; normalised: neutral wells 0, clomiphene wells 100; lysis activity, % at 15 µM; actives 0.2% (n = 360,000);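 active = mean lysis activity across replicates of at least 80%, whatever share of replicates individually reach that level; inactive = mean lysis activity below 80%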
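Test system: log-phase Cryptococcus neoformans yeast cells. Input: 5 × 10^6 yeast cells/mL. Medium: fresh YPD growth medium. Doses: single dose. Incubation: static 4 h at 37 °C with compound, 1 h detection. Measured by: luminescent adenylate kinase detection reagent. Read-out: signal increase indicating cell lysis. Benchmarks: Clomiphene.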
S100A4 MyoIIA: blocks human S100A4 binding to myosin IIA peptide | P26447 | S100A4/TAMRA-MyoIIA peptide fluorescence polarization | inhibition, % at 10.7 µM | actives 0.14% (n = 360,000);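 active = mean inhibition of at least 70% across replicates, with every replicate also reaching that level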
Target sequence (P26447 whole entry, looked up): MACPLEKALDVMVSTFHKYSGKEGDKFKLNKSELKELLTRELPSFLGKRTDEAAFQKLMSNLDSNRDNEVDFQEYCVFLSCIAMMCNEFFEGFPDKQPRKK
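Assay system: human S100A4 monomer with TAMRA-labelled myosin IIA peptide / Buffer or medium: Calcium-containing HEPES buffer, pH 7.2 / Reagent: TAMRA-labelled myosin IIA heavy-chain peptide probe, 5 nM / Compound: one dose per compound / Timing: polarization read 5 min after assay mix addition, stable 5–60 min / Benchmarks: neutral control DMSO, positive control TFP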
Statin myotox sup: suppression of simvastatin myotoxicity; C2C12 myotubes + simvastatin, ATP luminescence, 48 h; scaled: DMSO 0, geranylgeraniol control 100; rescue of ATP level, % at 7.49 µM; actives 0.78% (n = 330,000);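 active = mean ATP rescue above about 67%, or every replicate alone reaching that limit, limit read from the data, passing the limit was not always enough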;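 also: myotubes were challenged with 10 µM simvastatin during compound exposure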
LGR2 inh: inhibitors of bursicon-induced Drosophila LGR2 receptor cAMP signaling; actives 0.35% (n = 380,000); inhibition, % at 9.99 µM; HEK293 LGR2, CRE-luciferase, bursicon-stimulated, 4 h;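 active = drop in luminescence signal, shown as inhibition above about 50% in the replicate tests, limit read from the data, passing the limit was not always enough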;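 also: agonist challenge used bursicon conditioned medium at about half maximal strength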
An asterisk follows results filed as active; . = no result given; & = joins results of further samples. An excerpt; the hit share may differ from the screen's.

1. COC(=O)C1=C(C(=O)OC)[C@@H]2N(C)c3ccccc3[C@@]23C[C@@H](C(=O)OC)N(C(=O)C2CCC2)C3=N1
2. COc1cc2cc(CN(Cc3cccnc3)C(=O)Nc3ccccc3)c(=O)[nH]c2cc1OC
3. Clc1ccc(C2CSc3c4ncnc-4ncn32)cc1 (stereo not drawn)
4. O=C(Nc1ccc(F)c(Cl)c1)N1CCCC1
5. CN(C)CCCNC(=O)C[C@@H]1CC[C@@H]2[C@@H](COc3ccc(NC(=O)NC4CCCC4)cc3C(=O)N2C)O1
6. Cc1ccc(C(=O)N/C(=C\c2ccccc2)C(=O)NCc2cccnc2)cc1
assay / entry | 1 | 2 | 3 | 4 | 5 | 6
SIRT5 block | . | 1 | 1 | -1 | 2 | 0
PGC1a acetyl inh | . | . | 11 | . | 3 | .
ERAP1 HTS inh | . | 4 | -3 | -1 | -1 | 5
Xi reactivation | 0.1 | 0.1 | 0.1 | 0.0 | 0.0 | 0.2
Cneo AK release | 3 | . | -2 | . | -2 | .
S100A4 MyoIIA | 3 | -2 | -2 | 2 | 9 | 2
Statin myotox sup | -8 | . | . | . | 17 | .
LGR2 inh | 14 | 6 | . | 9 | 13 | 1

7. O=C(NCC1CCCO1)c1ccc(NS(=O)(=O)c2ccccc2)cc1 (stereo not drawn)
8. C[C@@H]1CCCCO[C@@H](CN(C)C(=O)Cc2ccccc2)[C@@H](C)CN([C@@H](C)CO)C(=O)c2cc(N(C)C)ccc2O1
9. Cc1cc(C2=NNC(=NC3CC3)SC2)c(C)n1-c1ccccc1
10. C[C@H]1CN([C@@H](C)CO)C(=O)c2cc(NC(=O)Nc3ccc(C(F)(F)F)cc3)ccc2O[C@H]1CN(C)CC1CC1
11. O=C(CSc1nnc(Nc2ccccc2)s1)NCC1CCCO1 (stereo not drawn)
12. CSc1ccccc1C(=O)OCC(=O)NC1CC1
assay / entry | 7 | 8 | 9 | 10 | 11 | 12
SIRT5 block | -2 | 4 | -1 | 1 | -2 | .
PGC1a acetyl inh | 4 | 1 | . | . | -3 | .
ERAP1 HTS inh | 1 | 2 | 2 | -2 | -2 | -1
Xi reactivation | 0.0 | 0.0 | 0.0 | 3.1 | 0.2 | 0.0
Cneo AK release | . | 58 | . | -7 | -2 | -1
S100A4 MyoIIA | -5 | -1 | 0 | -4 | -2 | -1
Statin myotox sup | -20 | -19 | . | -25 | 3 | 2
LGR2 inh | 7 | 7 | -4 | -7 | 12 | -4

The last 3 compounds of the section before are carried over, then new ones follow.
10. C[C@H]1CN([C@@H](C)CO)C(=O)c2cc(NC(=O)Nc3ccc(C(F)(F)F)cc3)ccc2O[C@H]1CN(C)CC1CC1
11. O=C(CSc1nnc(Nc2ccccc2)s1)NCC1CCCO1 (stereo not drawn)
12. CSc1ccccc1C(=O)OCC(=O)NC1CC1
13. CCc1nn(CC(=O)Nc2ccc(Br)c(C)c2)c(=N)s1
14. O=C(COC(=O)COc1ccccc1)NCCc1ccccc1
15. CN(C)/C=C(\C#N)C(=O)c1cccnc1Oc1cccc(F)c1
16. CNC[C@@H]1Oc2ccc(NS(=O)(=O)c3ccc(OC)cc3)cc2CC(=O)N([C@H](C)CO)C[C@H]1C
17. O=C1C2C(c3ccccc3)C=CC(c3ccccc3)C2C(=O)N1c1cccnc1 (stereo not drawn)
18. CCOC(=O)c1cc2c(=O)n3cccc(C)c3nc2n(CC(C)C)c1=NC(=O)c1ccco1
assay / entry | 10 | 11 | 12 | 13 | 14 | 15 | 16 | 17 | 18
SIRT5 block | 1 | -2 | . | -4 | -5 | . | -5 | -3 | -17
PGC1a acetyl inh | . | -3 | . | 0 | . | -17 | -2 | . | 1
ERAP1 HTS inh | -2 | -2 | -1 | 2 | 1 | . | 0 | 1 | .
Xi reactivation | 3.1 | 0.2 | 0.0 | 0.1 | -0.1 | . | -0.3 | 0.2 | 0.0
Cneo AK release | -7 | -2 | -1 | . | . | -1 | 1 | . | -6
S100A4 MyoIIA | -4 | -2 | -1 | -11 | -8 | . | -6 | 0 | 0
Statin myotox sup | -25 | 3 | 2 | 5 | 15 | 15 | -8 | . | -27
LGR2 inh | -7 | 12 | -4 | 11 | 7 | -4 | -17 | 1 | .

19. C=CCn1c(CNS(=O)(=O)c2ccc(Br)cc2)nnc1SC
20. Cc1noc(C)c1CN(C(=S)NC(C)C)c1ccccc1
21. c1ccc2c(c1)oc1c(Nc3ccc4c(c3)OCCO4)ncnc12
22. COCCn1c(=N)c(S(=O)(=O)c2ccc(F)cc2)cc2c(=O)n3ccccc3nc21
23. C[C@H]1CN([C@@H](C)CO)C(=O)c2cc(/C=C/c3ccccc3)cnc2O[C@H]1CN(C)C(=O)NC1CCCCC1
24. O=C(CN1C(=O)c2ccccc2C1=O)Nc1ccc(S(=O)(=O)N2CCOCC2)cc1
assay / entry | 19 | 20 | 21 | 22 | 23 | 24
SIRT5 block | 3 | -2 | -2 | -4 | 6 | -3
PGC1a acetyl inh | 3 | . | 1 | 4 | 1 | -4
ERAP1 HTS inh | -1 | 2 | 1 | -75 | 1 | -21
Xi reactivation | -0.1 | 0.9 | . | 0.0 | -0.7 | 0.0
Cneo AK release | 2 | . | 0 | -1 | 1 | -19
S100A4 MyoIIA | 6 | 4 | 14 | -1 | 4 | -1
Statin myotox sup | 2 | . | -41 | 8 | 10 | -3
LGR2 inh | -23 | -4 | 25 | -9 | 10 | -2

25. CCOC(=O)c1c(-c2ccccc2)csc1NC(=O)CSc1nc(N)cc(N)n1
26. Cc1cc(N2C(=O)C(O)=C(C(=O)c3ccco3)C2c2cccc(Cl)c2)no1 (stereo not drawn)
27. COc1ccc2nc(SCc3ccccc3C)nc(C)c2c1
28. CC1(C)CC(=O)C=C(Nc2ccc(Br)cn2)C1
29. CN(C)S(=O)(=O)c1ccc(NC(=O)N2CCOCC2)cc1
30. N#Cc1nc(Cc2cccc3ccccc23)oc1NCCCN1CCOCC1
assay / entry | 25 | 26 | 27 | 28 | 29 | 30
SIRT5 block | . | 5 | -7 | -3 | -3 | 2
PGC1a acetyl inh | 2 | . | . | 1 | -11 | -7
ERAP1 HTS inh | . | 3 | 3 | -5 | 0 | 2
Xi reactivation | 0.0 | -0.1 | 0.1 | . | 0.3 | .
Cneo AK release | 4 | 0 | . | 4 | . | 1
S100A4 MyoIIA | . | -2 | -2 | -1 | -3 | -8
Statin myotox sup | . | -11 | . | -11 | 3 | 9
LGR2 inh | -8 | 14 | -61 | 10 | 3 | 16

31. COc1ccc(S(=O)(=O)N2C[C@@H](O)COC[C@@H]3O[C@H](CC(=O)NCCCN4CCOCC4)CC[C@H]32)cc1
32. COc1cc2c(cc1OC)C(c1ccccc1)N(C(=O)C(C)(C)C)CC2 (stereo not drawn)
33. C/C=C/c1cnc2c(c1)C(=O)N([C@H](C)CO)C[C@@H](C)[C@@H](CN(C)C(=O)Nc1ccc(C(F)(F)F)cc1)O2
34. C[C@H]1CN([C@@H](C)CO)C(=O)c2cc(NC(=O)Nc3ccc4c(c3)OCO4)ccc2O[C@@H]1CN(C)S(=O)(=O)c1cccs1
35. O=C(NCC[C@@H]1CC[C@H](NC(=O)C2CCCCC2)[C@H](CO)O1)c1cnccn1
36. O=C(Cc1ccc(Cl)cc1)NCc1ccccc1Cl
assay / entry | 31 | 32 | 33 | 34 | 35 | 36
SIRT5 block | -3 | -2 | -1 | 4 | 1 | 1
PGC1a acetyl inh | 2 | 3 | -3 | 5 | -7 | .
ERAP1 HTS inh | -2&-3 | 0 | -2 | 0 | 0 | -1
Xi reactivation | 0.0&-0.1 | 0.0 | 0.6 | 1.0 | 0.9 | 0.1
Cneo AK release | -3 | 0 | 2 | 1 | 0 | .
S100A4 MyoIIA | 12&0 | -7 | 7 | 4 | 6 | -6
Statin myotox sup | 6 | 6 | 25 | 4 | -4 | .
LGR2 inh | -4&8 | -15 | 1 | 6 | 11 | -54

37. O=C(CCN1C(=O)C2C3CC(C(Br)C3Br)C2C1=O)OCC(=O)c1ccccc1 (stereo not drawn)
38. Cn1cc(CCOCc2ccccn2)c2ccccc21
39. O=C(CSc1nnc(NC2CCCCC2)s1)Nc1ccc2c(c1)C(=O)c1ccccc1C2=O
40. COc1ccc(C(=O)OCC(=O)c2ccc3c(c2)NC(=O)CO3)cc1OC
41. CCN(CC)S(=O)(=O)c1cccc(C(=O)NCC(c2ccccc2)N(C)C)c1 (stereo not drawn)
42. Cc1ccccc1-n1ccnc1SCC(=O)NC1CCCC1
assay / entry | 37 | 38 | 39 | 40 | 41 | 42
SIRT5 block | -1 | 1 | 2 | 0 | -4 | -1
PGC1a acetyl inh | . | . | . | 2 | 4 | -10
ERAP1 HTS inh | 5 | 1 | -2 | 0 | -1 | -3
Xi reactivation | 0.0 | -0.1 | 0.0 | 0.3 | 0.1 | 0.0
Cneo AK release | . | . | . | 3 | . | -3
S100A4 MyoIIA | 27 | -9 | 1 | 0 | 2 | -3
Statin myotox sup | . | . | . | -2 | . | 5
LGR2 inh | 3 | -18 | -58 | 12 | -5 | -23

43. C[C@H](CO)N1C[C@H](C)[C@H](CN(C)S(=O)(=O)c2ccccc2)OCCCC[C@H](C)Oc2ccc(NC(=O)Cc3ccccc3)cc2C1=O
44. C=C1C(=O)[C@]23C[C@H]1CCC2[C@]1(C)C(=O)CC[C@@](C)(C(=O)O)C1C[C@@H]3O (stereo partly drawn)
45. CC(OC(=O)C1CC(=O)N(Cc2ccco2)C1)C(=O)Nc1cccc(C#N)c1 (stereo not drawn)
46. COc1ccc(NC(=O)NNS(=O)(=O)c2cc(C)ccc2C)cc1OC
47. CC1CCCC(=NNc2ccc3ccccc3n2)C1 (stereo not drawn)
48. CN(C)c1ccc(S(=O)(=O)N2CCCCC2)cc1NC(=O)CCNC(=O)c1ccccc1Cl
assay / entry | 43 | 44 | 45 | 46 | 47 | 48
SIRT5 block | 10 | -4 | -3 | -2 | . | -3
PGC1a acetyl inh | 16 | -12 | . | . | -6 | 0
ERAP1 HTS inh | -1 | . | 0 | -5 | -2 | 7
Xi reactivation | -0.1 | 0.4 | 0.0 | 0.0 | 0.0 | 0.0
Cneo AK release | -5 | 1 | -11 | 0 | . | 0
S100A4 MyoIIA | -11 | 3 | 2 | 3 | 2 | 3
Statin myotox sup | . | 18 | 6 | . | . | 15
LGR2 inh | 9 | 12 | 11 | 21 | -47 | -19

49. FC(F)(F)c1ccc2c(c1)NCC1CCCN21 (stereo not drawn)
50. CCCNC(=O)C[C@H]1CC[C@H]2[C@H](COc3ccc(NC(=O)c4cc(C)on4)cc3C(=O)N2C)O1
51. O=C1/C(=C/c2ccccn2)SC(=S)N1Cc1ccccc1
52. O=C(CCN1C(=O)C2(OCCO2)c2ccccc21)c1ccccc1
53. Cn1c(N)c(C(=O)c2ccc(Cl)c(S(=O)(=O)N3CCCCCC3)c2)c(=O)n(C)c1=O
54. CCc1cc2c3c(c(=O)oc2cc1O)CCCC3
assay / entry | 49 | 50 | 51 | 52 | 53 | 54
SIRT5 block | . | 0 | -3 | . | 0 | .
PGC1a acetyl inh | 4 | 0 | 7 | 3 | -14 | 3
ERAP1 HTS inh | -1 | -1 | . | . | 1 | .
Xi reactivation | 0.3 | 0.3 | 0.0 | . | -0.1 | .
Cneo AK release | . | 2 | -2 | -3 | 2 | 2
S100A4 MyoIIA | -1 | -20 | 5 | . | 2 | -21
Statin myotox sup | . | 19 | . | 0 | -8 | 2
LGR2 inh | -2 | -3 | 7 | -24 | -1 | .
